Source: PubChem BioAssay (National Center for Advancing Translational Sciences (NCATS))
Rab9 promoter act: qHTS Assay for Rab9 Promoter Activators; Huh7 Rab9 promoter-luciferase reporter, luminescence, 24 h; Potency, µM (titrated, usually from 9.22 µM), without a hit: top-dose activation, negative = inhibition, usual class: activators; 320,000 compounds, 2.8% hits; note: potency is the fitted concentration of half-maximal effect; % of control where 0% means no effect; nearly all actives have a fitted effect of over 60% in size
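Luminescence read-out: Huh7 cells stably expressing Rab9-luciferase, treated 24 h with compound at 37 °C, then lysed with luciferase reagent for 10 min at ambient before reading.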
KCNH2 3.1 inh: qHTS for Inhibitors of KCHN2 3.1: Mutant qHTS | U2OS KCNH2 3.1, thallium flux FluxOr; active compounds read low | AID 720553, 2013 | Potassium voltage-gated channel subfamily H member 2, brain isoform KCNH2 3.1 (human) | 340,000 compounds, 0.95% hits | activity change, % (tested at about 1.8 µM);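 active = maximum activity change below -70%; inconclusive = maximum activity change from -70% to -50%; inactive = maximum activity change above -50%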;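 note: thallium influx rate constant from kinetic fluorescence after stimulation buffer; % is set by controls: 0 for no effect and ±100 for the full control effect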
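Thallium flux via FluxOr fluorescence (Red40 quencher, 45 min loading) in U2OS cells virally expressing the KCNH2 3.1 isoform (1.77 x 10^8 /mL virus, overnight at 37 C). Rate constants from 2-min kinetic reads post-stimulation, normalised to positive and negative controls.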
Tb PFK inh: qHTS Assay to Find Inhibitors of T. brucei phosphofructokinase; T. brucei PFK, ADP-Glo luminescence; ATP-dependent 6-phosphofructokinase (Trypanosoma brucei brucei), O15648; 330,000 compounds, 0.17% hits; AID 485367, 2010; Potency, µM (highest dose often 57.5 µM), inactives show top-dose activity, negative = inhibition, hits mostly inhibitors;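 note: potency is the fitted concentration of half-maximal effect; 0% = uninhibited 1x PFK enzyme wells and -100% = no-enzyme wells; nearly all actives have a fitted effect of over 60% in size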
Target sequence (O15648 whole entry, looked up): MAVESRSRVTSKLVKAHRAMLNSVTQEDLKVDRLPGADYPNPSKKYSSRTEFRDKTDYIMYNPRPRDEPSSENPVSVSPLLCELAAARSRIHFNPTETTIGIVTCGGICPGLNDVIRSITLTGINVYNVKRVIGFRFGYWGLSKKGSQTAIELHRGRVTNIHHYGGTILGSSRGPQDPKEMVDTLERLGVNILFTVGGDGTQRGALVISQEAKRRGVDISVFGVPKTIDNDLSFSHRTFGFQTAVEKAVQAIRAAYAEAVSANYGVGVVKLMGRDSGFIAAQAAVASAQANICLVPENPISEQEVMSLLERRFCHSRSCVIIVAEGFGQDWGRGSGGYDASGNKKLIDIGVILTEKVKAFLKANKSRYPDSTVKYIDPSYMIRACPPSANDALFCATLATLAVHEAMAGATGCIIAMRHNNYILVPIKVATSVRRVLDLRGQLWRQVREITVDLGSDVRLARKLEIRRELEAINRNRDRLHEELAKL
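In TEA buffer at pH 8.0 with 5 mM MgCl2, enzyme (1.25 nM) converted F6P (0.5 mM) and ATP (0.1 mM) for 45 min at room temperature. ADP product was read by luciferase luminescence.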
ELG1 genotoxic: qHTS screen for small molecules that induce genotoxicity in human embryonic kidney (HEK293T) cells expressing luciferase-tagged ELG1 | HEK293T ELG1-luciferase reporter, luminescence, 16 h | Potency, µM (top dose mostly 46 µM), inactives show at the highest dose activity change, positive = activation, actives largely listed as activators | 330,000 compounds, 1.3% hits | AID 504466, 2011; note: potency is the fitted concentration of half-maximal effect; % of control where 0% means no effect; nearly all actives have a fitted effect of over 60% in size
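Reporter readout depends on ELG1 protein level, which increases with genetic stress. After 16 hr compound exposure at 37 °C, luciferase activity was quantified using ONE-Glo.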
NPC1 prom act: qHTS Assay for NPC1 Promoter Activators; Huh7 NPC1 promoter luciferase reporter, 24 h; Potency, µM (series often up to 9.22 µM), inactives show top-dose activation, most hits filed as activators; 320,000 compounds, 2.4% hits;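 note: potency is the fitted concentration of half-maximal effect; % of control where 0% means no effect; nearly all actives have a fitted effect of over 60% in size; reporter is driven by a mutant NPC1 promoter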
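Compounds in DMSO were transferred onto Huh7 NPC1-luciferase reporter cells pre-incubated 2 h; after 24 h at 37 °C, Amplite reagent was dispensed and luminescence recorded 10 min later.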
VP16 counter: VP16 counterscreen qHTS for inhibitors of ROR gamma transcriptional activity | Potency, µM (doses to about 53.6 µM), for inactives: at the top dose activity, negative = inhibition, most hits filed as inhibitors | 310,000 compounds, 3.5% hits | Drosophila S2 Gal4-VP16 UAS-luciferase, luminescence, 20 h | AID 2546, 2010;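 note: Gal4-VP16 expression switched on by copper sulfate through the metallothionein promoter; potency is the fitted concentration of half-maximal effect; % is set by controls: 0 for no effect and ±100 for the full control effect; nearly all actives have a fitted effect of over 50% in size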
Coupling enz: qHTS Assay for Inhibitors of Fructose-1,6-bisphosphate Aldolase from Giardia Lamblia: Coupling assay counterscreen | coupling enzyme system counterscreen, AmpLite Red fluorescence | activity change, negative = inhibition, % at 58.2 µM, hits read low | 290,000 compounds, 0.67% hits; in the data active = activity change below about -30%; note: % is set by controls: 0 for no effect and ±100 for the full control effect
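Fluorescence at 525 nm excitation and 598 nm emission measured inhibition of the coupled detection system without aldolase. Compounds (at 57.5 uM final) were preincubated 10 min at room temperature with coupling enzyme reagent before a 20 min substrate/AmpLite Red step.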
uPA surface inh: qHTS for Inhibitors of Cell Surface uPA Generation. cell surface uPA generation assay, qHTS. Potency, µM (titrated, usually from 38.3 µM), without a hit: at the top dose activity change, negative = inhibition, most hits filed as inhibitors. 330,000 compounds, 0.31% hits. AID 540303, 2011; active = well fitted inhibition curve with a large enough effect; inconclusive = small, poorly fitted or top-dose-only effect; inactive = no such curve, though single readings can be large or run the other way; tested in mouse RAW 264.7 cells; note: potency is the fitted concentration of half-maximal effect; % is set by controls: 0 for no effect and ±100 for the full control effect; nearly all actives have a fitted effect of over 55% in size
RORgamma inh: qHTS for inhibitors of ROR gamma transcriptional activity; 310,000 compounds, 5.4% hits; Potency, µM (top dose mostly 53.6 µM), without a hit: at the top dose activity change, negative = inhibition, most hits filed as inhibitors; Drosophila S2 Gal4-RORgamma UAS-luciferase reporter, 20 h; AID 2551, 2010; note: potency is the fitted concentration of half-maximal effect; % is set by controls: 0 for no effect and ±100 for the full control effect; nearly all actives have a fitted effect of over 60% in size
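Drosophila S2 cells stably expressing Gal4-DBD/mouse RORγ fusion under metallothionein promoter plus UAS-luciferase; compound 1 h, then 700 uM CuSO4 induction for 20 h at ambient temperature; inhibition read as reduced luminescence.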
Giardia kill: Small Molecules that selectively kill Giardia lamblia: qHTS | activity change, % at 7.66 µM, hits read low | AID 540267, 2011 | Giardia lamblia trophozoite viability | 340,000 compounds, 0.15% hits; in the data active = activity change below about -80%; inconclusive = between about -30% and that limit;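 note: parasites exposed to compound for two days anaerobically before the ATP read; % is set by controls: 0 for no effect and ±100 for the full control effect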
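Compounds were tested on trophozoites seeded at 100 cells/well and held 48 hrs at 37 deg C anaerobically. An ATP-based luminescent kit measured the remaining live cells.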
FLuc modulator: qHTS profiling assay for firefly luciferase inhibitor/activator using purifed enzyme and Km concentrations of substrates (counterscreen for miR-21 project). purified FLuc, Km substrates, luminescence inhibition. Potency, µM (titrated, usually from 57.5 µM), without a hit: at the highest dose activity change, negative = inhibition, hits mostly inhibitors. AID 588342, 2011. 360,000 compounds, 6.9% hits;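 note: potency is the fitted concentration of half-maximal effect; plate controls were vehicle for no effect and reference inhibitor for full effect; nearly all actives have a fitted effect of over 55% in size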
Target sequence (P08659 whole entry, looked up): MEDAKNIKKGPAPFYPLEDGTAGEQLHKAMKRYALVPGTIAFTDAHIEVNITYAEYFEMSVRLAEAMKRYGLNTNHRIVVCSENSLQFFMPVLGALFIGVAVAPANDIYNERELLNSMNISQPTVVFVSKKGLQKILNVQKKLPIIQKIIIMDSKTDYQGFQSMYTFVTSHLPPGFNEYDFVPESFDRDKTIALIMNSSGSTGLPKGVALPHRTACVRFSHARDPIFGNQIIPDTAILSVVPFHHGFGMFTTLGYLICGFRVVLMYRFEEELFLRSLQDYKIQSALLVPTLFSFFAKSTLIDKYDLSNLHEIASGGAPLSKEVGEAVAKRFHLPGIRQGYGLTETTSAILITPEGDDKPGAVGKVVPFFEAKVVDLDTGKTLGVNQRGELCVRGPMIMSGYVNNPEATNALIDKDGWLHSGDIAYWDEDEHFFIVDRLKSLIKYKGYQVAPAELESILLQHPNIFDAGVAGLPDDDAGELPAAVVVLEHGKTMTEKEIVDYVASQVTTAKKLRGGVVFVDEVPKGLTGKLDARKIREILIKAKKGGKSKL
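Purified P. pyralis luciferase (10nM final) with 10uM D-luciferin and 10uM ATP (Km levels) in 50mM Tris acetate pH 7.5, 10mM Mg acetate, 0.01% Tween-20, 0.05% BSA; qHTS 6-point titration, ~60 µM downward; luminescence read.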
The depositor's hits bear a star; u = inconclusive; x = not tested or not shown; [ ] = dose if it differs, or a comment. Unless noted, calls come from the whole dose curve; as a rule, active = well fitted curve in the direction sought with a large enough effect; inconclusive = small, poorly fitted or top-dose-only effect, or another doubt; inactive = no such curve, though single readings can be large; an effect the other way counts as inactive or inconclusive.

1. COC(=O)c1ccccc1NC(=O)COC(=O)c1ccccc1N=Nc1ccc(N(C)C)cc1
2. Cc1ccc(-n2ncc3c(N4CCN(c5ccccc5)CC4)ncnc32)c(C)c1
3. COc1cccc(NC(=O)C2C3CCC4C(CCC32)C4(Cl)Cl)c1 (stereo unspecified)
4. CC(C)(C)c1ccc(C(=O)N2CCN(C(=O)C3CCCCC3)CC2)cc1
5. O=C(NC1CCOCC1)C1CCC(=O)N(CCc2cccc(F)c2)C1 (stereo unspecified)
6. O=C(Nc1cccc(S(=O)(=O)NC2=NCCC2)c1)c1cn(-c2ccccc2)nc1-c1ccc(F)cc1
7. COCc1ccc(C(=O)NC(C)c2cnn(-c3ccccc3C)c2C)o1 (stereo unspecified)
8. COc1cc(C)c(S(=O)(=O)NCc2cccnc2)cc1C

Screen / compound no. | 1 | 2 | 3 | 4 | 5 | 6 | 7 | 8
Rab9 promoter act | 17% | -26% | 0% | 1% | -5% | x | -4% | -3%
KCNH2 3.1 inh | -14 | 2 | -16 | 5 | 1 | -5 | -2 | 3
Tb PFK inh | 0% | -2% | 0% | 2% | 2% | -7% | -1% | 4%
ELG1 genotoxic | 1% | 3% | -2% | -14% | 2% | -10% | -1% | -1%
NPC1 prom act | 2% | -23% | 4% | 0% | -1% | x | -1% | -1%
VP16 counter | -6% | -18% | -7% | -25% | 5% | x | 4% | -5%
Coupling enz | -1 | -9 | -1 | x | x | x | 1 | -2
uPA surface inh | -5% | x | -4% | -1% | -6% | u | 1% | 14%
RORgamma inh | 29% | 21% | u | u | -5% | x | 26% | 2%
Giardia kill | -29 | 1 | 2 | 7 | 17 | -8 | -9 | -16
FLuc modulator | 12µM* | -6% | -16% | 2% | 2% | x | -10% | -1%

Entries shown so far with an aryl methoxy group:
3. COc1cccc(NC(=O)C2C3CCC4C(CCC32)C4(Cl)Cl)c1 (stereo unspecified)
8. COc1cc(C)c(S(=O)(=O)NCc2cccnc2)cc1C

Screen / compound no. | 3 | 8
Rab9 promoter act | 0% | -3%
KCNH2 3.1 inh | -16 | 3
Tb PFK inh | 0% | 4%
ELG1 genotoxic | -2% | -1%
NPC1 prom act | 4% | -1%
VP16 counter | -7% | -5%
Coupling enz | -1 | -2
uPA surface inh | -4% | 14%
RORgamma inh | u | 2%
Giardia kill | 2 | -16
FLuc modulator | -16% | -1%

Next results:
9. CCOc1cc(CNCc2cccs2)cc(Br)c1OCC
10. Cc1ccc(-c2nc(N3CCOCC3)sc2C(=O)N2CCOCC2)cc1
11. Cc1ccccc1NC(=O)Nc1ccc2c(c1)OCO2
12. CCCC(=O)N(Cc1cc(=O)[nH]c2ccccc12)c1ccc(C)cc1C
13. CC(NC(=O)C(NC(=O)C1CCCN1C(=O)OC(C)(C)C)C(C)C)C(N)=O (stereo unspecified)
14. CC1CCCC(NC(=O)CSc2n[nH]c(N)n2)C1C (stereo unspecified)
15. O=C(COC(=O)c1ccc(Cl)nc1)Nc1ccc(S(=O)(=O)N2CCCC2)cc1
16. CCN(CC)C(=O)c1ccccc1NS(=O)(=O)c1ccc(OC)c(C(=O)N2CCOCC2)c1

Screen / compound no. | 9 | 10 | 11 | 12 | 13 | 14 | 15 | 16
Rab9 promoter act | -4% | -3% | 2.8µM* | 1% | -1% | x | -3% | -6%
KCNH2 3.1 inh | -1 | -26 | 14 | -12 | 3 | -9 | -9 | 1
Tb PFK inh | -3% | -4% | -5% | -6% | -1% | 2% | -5% | 1%
ELG1 genotoxic | 1% | -2% | u | -4% | 2% | -1% | -1% | 0%
NPC1 prom act | -5% | 4% | u | 0% | -1% | x | 0% | 1%
VP16 counter | 0% | -11% | 9% | -1% | -17% | x | -10% | 2%
Coupling enz | 6 | 0 | 2 | 1 | 0 | x | 2 | 0
uPA surface inh | 3% | 2% | -3% | 6% | 15% | 0% | 2% | -10%
RORgamma inh | -6% | -3% | 0% | 26% | u | x | u | 5%
Giardia kill | 2 | 14 | 0 | -17 | 7 | -7 | -2 | 3
FLuc modulator | 2% | -12% | u | -1% | -1% | x | 3% | 0%

17. O=C(NCCCN1CCOCC1)c1ccc(Br)cc1Br
18. Cc1cc(O)c(-c2cc(C(=O)Nc3ccc(S(=O)(=O)N4CCOCC4)cc3)[nH]n2)cc1C
19. COc1ccc(/C=C2\CCc3ccccc3C2=O)cc1O
20. N/C(=N\OC(=O)CCn1cccc(C(F)(F)F)c1=O)c1ccc(OC(F)(F)F)cc1
21. CCN(CC)C1=C(Cl)C(=O)C(Cl)C12OCCO2 (stereo unspecified)
22. CC(CCc1ccccc1)NC(=S)NC1CCCCC1 (stereo unspecified)
23. COC(=O)c1ccc(CN(C)S(=O)(=O)c2cccs2)cc1
24. Cc1cc(C)nc(SCc2ccc(C(=O)N/N=C/C3CCCCC3)cc2)n1

Screen / compound no. | 17 | 18 | 19 | 20 | 21 | 22 | 23 | 24
Rab9 promoter act | 0% | 3% | 3% | -1% | -1% | 12% | u | -2%
KCNH2 3.1 inh | x | -22 | 2 | 15 | 6 | -3 | -33 | -3
Tb PFK inh | -3% | 0% | -10% | 0% | -1% | -1% | -3% | -1%
ELG1 genotoxic | 3% | -8% | 3.7µM* | -1% | 0% | -6% | 13% | -2%
NPC1 prom act | 1% | -3% | -2% | -3% | 1% | -3% | 24% | -2%
VP16 counter | -6% | u | u | -13% | -9% | 16µM* | -7% | 0%
Coupling enz | 1 | -4 | 2 | 0 | 3 | -2 | 1 | -2
uPA surface inh | x | x | -14% | -4% | -1% | 2% | -1% | 0%
RORgamma inh | 31% | -3% | u | 23% | 10% | 2.5µM* | 10% | -40%
Giardia kill | x | -2 | u | 19 | -18 | 10 | 0 | 6
FLuc modulator | -3% | 5% | 0.34µM* | 0% | -4% | 4% | u | -6%

25. O=C(NCC1CCCO1)c1ccc2c(=O)n(-c3ccc(F)cc3)c(=S)[nH]c2c1 (stereo unspecified)
26. O=C(c1ccc(COCC(F)(F)F)cc1)N1CCN(c2ccccn2)CC1
27. CCC1(C)CC(CC(=O)O)(c2ccccc2OC)CCO1 (stereo unspecified)
28. COC(=O)c1ccncc1C(=O)Nc1ccc(Oc2ncc(C(F)(F)F)cc2Cl)cc1
29. O=[N+]([O-])c1cc(F)c2cccnc2c1O
30. O=C(c1cc(COc2c(F)cccc2F)on1)N1CCC(c2ccccc2F)C1 (stereo unspecified)
31. O=C(COc1ccccc1Cl)Nc1cccc(S(=O)(=O)N2CCCC2)c1
32. CC(Oc1ccc(F)cc1)C(=O)Nc1ccccc1N1CCCCC1 (stereo unspecified)
33. O=C1NC(c2ccc(Cl)cc2)Nc2ccccc21 (stereo unspecified)
34. O=C(Nc1ccc(F)cc1)c1cccc(C(=O)Nc2ccc(F)cc2)c1
35. C=CCNS(=O)(=O)c1cc(S(=O)(=O)NCC=C)c(OC)cc1OC

Screen / compound no. | 25 | 26 | 27 | 28 | 29 | 30 | 31 | 32 | 33 | 34 | 35
Rab9 promoter act | 1% | u | -2% | 0% | 2% | u | -2% | -5% | 1% | 7% | 4%
KCNH2 3.1 inh | 4 | -29 | -6 | 7 | -2 | 22 | -3 | -5 | 2 | -17 | 2
Tb PFK inh | -1% | 2% | -7% | 1% | 1% | 2% | 0% | 1% | u | -1% | 0%
ELG1 genotoxic | -10% | u | 0% | 6% | -11% | u | -1% | 1% | 0% | 10% | -2%
NPC1 prom act | -4% | 8% | 0% | 1% | -1% | 29% | -7% | -1% | -10% | 4% | -3%
VP16 counter | 6% | u | -3% | 2% | 3.2µM* | 10% | x | u | 4% | -3% | 3%
Coupling enz | 0 | -8 | 0 | 1 | -28 | 3 | x | x | 0 | -3 | 3
uPA surface inh | 0% | 12% | 2% | 1% | -1% | -1% | -7% | 17% | 3% | 9% | 0%
RORgamma inh | -3% | 20% | -13% | -13% | 1.3µM* | 35% | x | u | u | -3% | 0%
Giardia kill | 13 | 4 | -5 | -10 | 34[activator] | -4 | -6 | 6 | 14 | -8 | 14
FLuc modulator | 2% | -19% | 4% | 3% | -2% | 15µM* | 19µM* | 3% | 1% | -1% | 0%
